From PubChem
S3 lipid droplet = qHTS Assay for Lipid Storage Modulators in Drosophila S3 Cells; Drosophila S3 cells, BODIPY lipid droplet fluorescence, 18-24 h; cells fed with added oleic acid; lipid storage change, negative = inhibition, % at the top dose, mostly 46.1 µM; hits show Potency in µM; 320,000 tested, 0.64% active; active means well fitted inhibition curve with a large enough effect in the signal ratio, with a control signal flat, not every such curve was filed as active; inconclusive means small, poorly fitted or top-dose-only effect, or effect the other way, or a change in a side signal; the % refers to the signal ratio
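Drosophila S3 cells got compounds at several concentrations plus oleic acid (400 uM solution). Laser-scanning cytometry with 488 nm excitation read lipid droplets at 500-530 nm and cells at 575-640 nm. Percent activity was relative to 20 uM Triacsin C.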
S3 lipid droplet cell count max = second read-out of S3 lipid droplet, no call of its own (marks repeat the call); cell number change, %; measured here: cell count max response;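 cells counted by Cell Tracker Red CMTPX staining in the red channel; peak over a dose series mostly up to 46.1 µM; percent activity relative to internal control wells on each plate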
An asterisk follows results filed as active; i = inactive; ? = inconclusive; . = no result given. On the % scale 0 is the no-effect control and ±100 the full control effect; potency means the concentration at half of the fitted maximal effect. This is a subset. The share of hits here may be higher or lower than overall.

SMILES | S3 lipid droplet | S3 lipid droplet cell count max
COc1ccc(C)cc1NC(=O)c1ccc(NC(=O)CC2SC(N3CCCC3)=NC2=O)cc1 (stereo not given) | ? | .
COc1cccc(NC(=S)N2CCN(S(=O)(=O)c3ccccc3)CC2)c1 | ? | .
CC(C)Cn1c(Br)nc2c1c(=O)n(CCC#N)c(=O)n2C | 19.6% | -12.6
COc1cc(N=Cc2c(O)[nH]c3ccccc23)cc(OC)c1OC | i | .
COc1ccc(OC)c(C(=O)N(C)C2CCCN(Cc3ccccc3F)C2)c1 (stereo not given) | i | 22.6
O=C(O)CSc1c2c(nc3cc(C(=O)N4CCOCC4)ccc13)CCCC2 | -7.2% | 0.4
COc1ccc(NC(=O)COC(=O)c2cccc(S(=O)(=O)N(C)C)c2)cc1 | ? | .
COc1ccc(-c2nn(-c3ccccc3)cc2C(=O)NC(=S)Nc2cc(Cl)ccc2Cl)cc1 | -8.2% | 20.2
CCOC(=O)c1sc(N(Cc2ccccc2)C(=O)CN2C(=O)CN(C)C2=O)nc1C | -19.5% | 24.2
CN(Cc1ccco1)c1ncnc2ccc(-c3ccc4c(c3)OCO4)cc12 | ? | .
Cc1ccc(NC(=O)C(C)C(=O)Nc2ccc(C)cc2)cc1 | -4.2% | 8.1
O=C(CN(Cc1ccccc1)S(=O)(=O)c1ccccc1)NC1CC1 | 6.0% | 13.2
CCCc1cc(Nc2cccc(OC)c2)n2ncnc2n1 | ? | .
COc1ccc(S(=O)(=O)N2CCC(C(=O)N3CCOCC3)CC2)cc1Cl | ? | .
CC(C)=C(NC(=O)c1ccccc1)C(=O)Nc1cccc(C)c1 | -7.6% | 7.0
CC1(C)CC2CC(C)(CN2S(=O)(=O)c2ccc(F)cc2F)C1 (stereo not given) | ? | .
O=C(Nc1cccc(C(F)(F)F)c1)Nc1ccc2[nH]c(=O)[nH]c2c1 | ? | .
COc1cc(C)c(Cl)cc1S(=O)(=O)N(C)C | i | .
CC(C)(C)c1ccc(C(=O)N/C(=C\c2cccs2)C(=O)N2CCOCC2)cc1 | ? | .
CCC(CC)C(=O)NCc1ccc(OC)cc1 | ? | .
C=CCC1(NCc2ccco2)CCN(CC)CC1 | 3.3% | 8.4
Cn1cccc1/C=N/NC(=O)c1ccco1 | 2.8% | 20.3
O=C(Nc1ccc(Br)cc1)C1C2C=CC3(O2)C1C(=O)N(CCN1CCOCC1)C3C(=O)NC1CCCCC1 (stereo not given) | -1.4% | 5.2
CC1CC(C)(C)NC(=S)N1CCC(=O)NCc1ccc(F)cc1 (stereo not given) | ? | .
O=C(OCn1ncc(Cl)c(Cl)c1=O)c1ccc(C(F)(F)F)cc1 | ? | .
CCCCn1c(N)c(N(CC(C)C)C(=O)c2ccc(S(=O)(=O)N3CCCCC3)cc2)c(=O)[nH]c1=O | 0.5% | 8.7
COc1ccc(NC(=O)Cn2ncn3nc(-c4ccc(OC)cc4)cc3c2=O)cc1 | ? | .
Cc1ccc(NC(=O)c2cccs2)cc1NC(=O)c1ccccc1Cl | 7.0% | 13.9
CC1CN(S(=O)(=O)c2cccc(C(=O)OCC(=O)Nc3ccc4c(c3)OCO4)c2)CC(C)O1 (stereo not given) | i | -5.9
COc1ccccc1NC(=O)CN1CCN(CC(=O)Nc2cc(C)ccc2OC)CC1 | ? | .
COc1ccc(-c2cn3cccnc3n2)cc1F | ? | .
COc1ccc(C2(CN(C(C)=O)C(C)=O)CCCC2)cc1OC | ? | .
CCCCN1C2=C(C(=O)CCC2)C(c2ccc(Cl)c(Cl)c2)C2=C1c1ccccc1C2=O (stereo not given) | -7.6% | 21.0
COc1cc2c(cc1OC)CN(C(=O)Nc1ccccc1)CC2 | -18.6% | 6.0
CC(C)N=C(Nc1cccnc1)c1ccccc1 | -2.7% | -7.0
CCn1cc(CN2CCCC(C(=O)Nc3cccc(-c4cc5ccccc5[nH]4)c3)C2)c(C)n1 (stereo not given) | i | .
COc1cc(/C=N/NS(=O)(=O)c2ccc(C)c([N+](=O)[O-])c2)ccc1O | 15.1% | 19.1
COc1ccc(Cl)cc1N1C(=O)CC(Sc2ccccc2N)C1=O (stereo not given) | 7.6% | 3.9
CCC(/C=N/NC(=O)C(=O)N/N=C/C(CC)CC)CC | -0.6% | -5.2
CCCOc1ccccc1/C=C(\C#N)C(=O)Nc1cccnc1 | 7.4% | 8.2

Nothing new here: an excerpt of the list.
SMILES | S3 lipid droplet | S3 lipid droplet cell count max
COc1cc(C)c(Cl)cc1S(=O)(=O)N(C)C | i | .
CC(C)(C)c1ccc(C(=O)N/C(=C\c2cccs2)C(=O)N2CCOCC2)cc1 | ? | .
CCC(CC)C(=O)NCc1ccc(OC)cc1 | ? | .
C=CCC1(NCc2ccco2)CCN(CC)CC1 | 3.3% | 8.4
Cn1cccc1/C=N/NC(=O)c1ccco1 | 2.8% | 20.3
O=C(Nc1ccc(Br)cc1)C1C2C=CC3(O2)C1C(=O)N(CCN1CCOCC1)C3C(=O)NC1CCCCC1 (stereo not given) | -1.4% | 5.2
CC1CC(C)(C)NC(=S)N1CCC(=O)NCc1ccc(F)cc1 (stereo not given) | ? | .
O=C(OCn1ncc(Cl)c(Cl)c1=O)c1ccc(C(F)(F)F)cc1 | ? | .
CCCCn1c(N)c(N(CC(C)C)C(=O)c2ccc(S(=O)(=O)N3CCCCC3)cc2)c(=O)[nH]c1=O | 0.5% | 8.7
COc1ccc(NC(=O)Cn2ncn3nc(-c4ccc(OC)cc4)cc3c2=O)cc1 | ? | .
Cc1ccc(NC(=O)c2cccs2)cc1NC(=O)c1ccccc1Cl | 7.0% | 13.9
CC1CN(S(=O)(=O)c2cccc(C(=O)OCC(=O)Nc3ccc4c(c3)OCO4)c2)CC(C)O1 (stereo not given) | i | -5.9
COc1ccccc1NC(=O)CN1CCN(CC(=O)Nc2cc(C)ccc2OC)CC1 | ? | .
COc1ccc(-c2cn3cccnc3n2)cc1F | ? | .
COc1ccc(C2(CN(C(C)=O)C(C)=O)CCCC2)cc1OC | ? | .
CCCCN1C2=C(C(=O)CCC2)C(c2ccc(Cl)c(Cl)c2)C2=C1c1ccccc1C2=O (stereo not given) | -7.6% | 21.0
COc1cc2c(cc1OC)CN(C(=O)Nc1ccccc1)CC2 | -18.6% | 6.0
CC(C)N=C(Nc1cccnc1)c1ccccc1 | -2.7% | -7.0
CCn1cc(CN2CCCC(C(=O)Nc3cccc(-c4cc5ccccc5[nH]4)c3)C2)c(C)n1 (stereo not given) | i | .
COc1cc(/C=N/NS(=O)(=O)c2ccc(C)c([N+](=O)[O-])c2)ccc1O | 15.1% | 19.1

The list continues:
SMILES | S3 lipid droplet | S3 lipid droplet cell count max
CC(C)NC(=O)c1onc(CSc2cccc3ccccc23)c1C(=O)O | -2.1% | -3.2
Cc1nc2c(N=Nc3ccccc3F)c(N)nn2c(N)c1C#N | -5.0% | -7.3
COCCN(C(=O)COC(=O)/C(=C/c1ccccc1)NC(C)=O)c1c(N)n(Cc2ccccc2)c(=O)[nH]c1=O | i | -11.6
CN(C)C(=O)c1ccc(Nc2ncnc3sc4c(c23)CCCCC4)cc1 | ? | .
Cc1ccccc1C(=O)N1CCN(c2ccc(NC(=O)c3ccc4c(c3)OCO4)cc2)CC1 | 17.3% | 9.9
CC1=NCCN1CCNC(=O)Nc1ccc(F)cc1 | -4.7% | 9.9
COC(=O)c1ccc(C(=O)OC)c(NC(=S)N2CCN(c3ccc(F)cc3)CC2)c1 | ? | .
O=C(Nc1cccnc1)c1ccc(NS(=O)(=O)c2cc([N+](=O)[O-])ccc2Cl)cc1 | -8.4% | 19.9
COCCSc1ccccc1C(=O)Nc1ccccc1C(C)C | -11.9% | -11.1
C=CCn1c(Cc2cccs2)nnc1SCC(=O)c1cccc(Br)c1 | ? | .
COc1ccc(CCNC(=O)CSCc2ccc([N+](=O)[O-])cc2)cc1OC | ? | .
N#Cc1ccccc1OCC(=O)Nc1nnc(C2CC2)s1 | ? | .
CC(=O)Cc1cc2cc([N+](=O)[O-])ccc2oc1=O | -1.4% | 5.8
CC(C)CC(=O)N1CCN(C(=O)CCC2CCCC2)CC1 | ? | .
CCC(C)C(NC(=O)OC(C)(C)C)C(=O)NC(Cc1ccccc1)C(=O)OC (stereo not given) | ? | .
CCCCN(CC)C(=O)Cn1ncc2c3ccccc3n(CCC)c2c1=O | ? | .
O=C1CSC(c2ccccc2O)N1Cc1ccccc1 (stereo not given) | i | -9.7
Cc1sc(N2CCN(S(=O)(=O)c3ccc4c(c3)NC(=O)CO4)CC2)nc1-c1ccccc1 | i | -11.5
COc1ccc(C(=O)/C=C2/Sc3cc4c(cc3N2C)OCO4)cc1 | ? | .
CCOC(=O)Cn1nnc(-c2cc(OC)c(OC)c(OC)c2)n1 | ? | .

2 records picked at random from those above:
SMILES | S3 lipid droplet | S3 lipid droplet cell count max
COCCSc1ccccc1C(=O)Nc1ccccc1C(C)C | -11.9% | -11.1
O=C1CSC(c2ccccc2O)N1Cc1ccccc1 (stereo not given) | i | -9.7

The results go on:
SMILES | S3 lipid droplet | S3 lipid droplet cell count max
CCCCN1CCNC[C@@H]1Cc1ccccc1 | ? | .
CN(Cc1nc2ccccc2n1C)S(=O)(=O)c1ccc(F)cc1 | ? | .
COc1ccc(Nc2nc(C)cc(=O)[nH]2)c(OC)c1 | ? | .
O=C(NCc1cccs1)C1(S(=O)(=O)c2ccccc2)CC=CC1 | 21.5% | -2.6
CCNc1ccc(C(=O)OCC)cc1NC(=O)c1cccc(S(=O)(=O)N2CCOCC2)c1 | 9.7% | -14.3
O=C(NCCc1csc(-c2cccnc2)n1)c1ccc(Cl)cc1 | 2.8% | 9.7
COc1ccc(C2NC(=O)NC3=C2C(=O)CCC3)cc1 (stereo not given) | 19.8% | 13.2
COc1cccc(OC)c1C(=O)NC(=O)Nc1c(F)cc(F)cc1F | ? | .
CCOc1ncccc1C(=O)OCC(=O)Nc1cc(C(=O)OC)ccc1C(=O)OC | i | 25.3
Cc1ccc(-n2c(=O)c3c(C)c(C)sc3n(Cc3cc(=O)n4ccccc4n3)c2=O)cc1C | 25.5% | 3.4
COCC(C)NC(=O)CSc1nc2ccccc2c(=O)n1CCc1ccc(S(N)(=O)=O)cc1 (stereo not given) | ? | .
COc1ccccc1N(C(C)=O)C1SC(=O)N(c2ccccc2)C1=O (stereo not given) | -13.0% | -11.0
COc1ccc(NC(=O)CS(=O)(=O)c2cn(CC(=O)N3CCOCC3)c3ccccc23)cc1 | -17.0% | -17.3
COc1ccc(-c2csc(NC(=O)Cc3ccccc3F)n2)cc1OC | ? | .
COc1cccc(NC(=O)c2ccc3c(c2)N(CC(=O)N2CCCCC2)C(=O)C(C)(C)O3)c1 | ? | .
COc1ccc(CN2CCOCC2)cc1OC | ? | .
COc1cc(CNCc2ccccn2)ccc1OCc1cccc(Cl)c1 | 8.3% | 2.0
O=C1CN(c2nc3ccccc3n3cnnc23)CC(=O)N1CCc1ccccc1 | 20.6% | 1.3
O=C(CSc1ccccn1)N/N=C/c1ccccc1[N+](=O)[O-] | -0.8% | -7.7
CCOC(=O)N1CCN(S(=O)(=O)c2ccc(OC)c(Cl)c2)CC1 | i | .
c1ccc(CN2CCC(Nc3nc(-c4cccnc4)nc4ccccc34)CC2)cc1 | ? | .
CCCc1nnc(NC(=O)c2cc3ccccc3o2)s1 | ? | .
N/C(=N\OC(=O)Cc1ccccc1)c1cccc(Br)c1 | 11.6% | -22.3
NNc1nc(-c2ccccc2)cs1 | ? | .
O=C(Nc1ccc(S(=O)(=O)Nc2nccs2)cc1)c1cc(=O)[nH]c2ccccc12 | -24.9% | -13.3
CCCCCCC(=O)Nc1nc(C)c(-c2csc(Nc3ccc(Cl)cc3)n2)s1 | -12.0% | .
CCCCNC(=O)c1onc(CSc2ccc(F)cc2)c1C(=O)O | 0.8% | -6.3
O=C(O)/C(=C\c1ccc(Br)cc1)NC(=O)c1cccs1 | i | -20.0
COc1ccc(CCNC(=O)CSc2nnc3c(n2)[nH]c2ccc(F)cc23)cc1OC | ? | .
O=C(CCC(=O)Nc1ccccc1)NNC(=O)c1ccco1 | ? | .
O=C(NCCc1cccc(F)c1)C1CCCN(c2nc3ccccc3s2)C1 (stereo not given) | ? | .
N#CC1=C(S)N=C(N)C(c2nc(-c3ccccc3)cs2)C12CCCCC2 (stereo not given) | ? | .
Cn1c(SCC(=O)Nc2ccc3nc(SCC(=O)N4CCCC4)sc3c2)nnc1-c1ccccc1 | -0.3% | 4.5
CCn1ccnc1CN(C)C(=O)c1cc(COc2ccc(-n3cncn3)cc2)on1 | ? | .
COc1ccccc1CCNC(=O)c1ccc(OC)c(OC2CCN(C(C)C)CC2)c1 | ? | .
CC(Sc1ncnc2sc(-c3ccccc3)cc12)C(=O)N1CCNC1=O (stereo not given) | ? | .
CN(C)C(=O)[C@@H]1C[C@H]1[C@@H](NC(=O)OCc1ccccc1)c1ccccc1 | -3.7% | .
O=c1c2ccccc2nnn1CSc1ccccc1 | 15.2% | 1.4
C=CCSC1=C(C#N)C(c2ccccc2Cl)CC(=O)N1 (stereo not given) | i | .
O=C(CCCN1C(=O)c2ccccc2C1=O)NCC1CCCO1 (stereo not given) | ? | .
CN1CCN(C(=S)Nc2ccc(Cl)cc2)CC1 | -1.8% | 5.9
Cn1c(=O)c2c(nc(Sc3n[nH]c(N)n3)n2Cc2ccccc2Cl)n(C)c1=O | i | -31.0
COc1ccc(CNC(=O)Cn2cc([N+](=O)[O-])nc2C)cc1 | ? | .
